Screens deposited in PubChem by Broad Institute.
esBAF inh = blocks esBAF chromatin remodeling in mouse ES cells | Bmi1-luciferase knock-in reporter, 24 h; 100% = twice the neutral-well signal | reporter increase, % at 12.5 µM | 350,000 tested, 2% active | AID 602393; in the data active = activation above about 40%; inconclusive = no clear call, values can overlap the other calls;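 also: 0% = median of the plate's neutral control wells and 100% = double that signal; a rise in the Bmi1 reporter signal indicates esBAF inhibition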
ERp5 inh = ERp5 (human) disulfide isomerase inhibition; ERp5 insulin aggregation, absorbance 650 nm, 90 min; Q15084; 350,000 tested, 0.05% active; inhibition, % at 9.99 µM;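 active = mean replicate inhibition above about 25%, with every replicate also reaching it, limit read from the data, passing the limit was not always enough; inconclusive = only one of those two criteria met; inactive = neither criterion met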
Target sequence (Q15084 whole entry, looked up): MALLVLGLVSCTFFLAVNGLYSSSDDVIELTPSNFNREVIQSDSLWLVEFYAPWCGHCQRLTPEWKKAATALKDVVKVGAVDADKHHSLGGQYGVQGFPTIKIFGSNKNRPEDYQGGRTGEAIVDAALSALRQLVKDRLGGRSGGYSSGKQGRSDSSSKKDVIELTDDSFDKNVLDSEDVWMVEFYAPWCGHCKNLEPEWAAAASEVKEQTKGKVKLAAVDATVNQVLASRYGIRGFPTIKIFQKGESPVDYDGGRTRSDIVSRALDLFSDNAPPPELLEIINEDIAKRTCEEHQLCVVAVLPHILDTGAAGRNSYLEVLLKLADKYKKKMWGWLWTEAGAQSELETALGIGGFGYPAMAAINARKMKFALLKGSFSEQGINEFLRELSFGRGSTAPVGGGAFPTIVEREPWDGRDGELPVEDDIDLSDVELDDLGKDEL
Statin myotox sup = suppressors of simvastatin-induced myotoxicity in C2C12 myotubes | ATP luminescence, 48 h; scaled: DMSO 0, geranylgeraniol control 100 | rescue of ATP level, % at 7.49 µM | 330,000 tested, 0.78% active | AID 602340;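 active = mean ATP rescue above about 67%, or every replicate alone reaching that limit, limit read from the data, passing the limit was not always enough; inconclusive = no clear call, values can overlap the other calls; inactive = mean under the limit and some replicate under it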;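 also: myotubes were challenged with 10 µM simvastatin during compound exposure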
miR122 inh = blocks miR-122 activity in Huh7 sensor cells; Huh7 miR-122 Renilla luciferase sensor, 48 h; neutral wells = 0, positive control = 100; activation (reporter increase), % at 12.5 µM; 340,000 tested, 0.3% active;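 active = mean replicate activation score at least 90 and every replicate individually at or above 90; inconclusive = only one of the two criteria met; inactive = neither criterion met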;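 also: higher luciferase means less miR-122 activity so hits act as miR-122 inhibitors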
Cneo AK release = Cryptococcus neoformans lysis via adenylate kinase release; C. neoformans lysis, adenylate kinase release luminescence, 4 h; normalised: neutral wells 0, clomiphene wells 100; lysis activity, % at 15 µM; 360,000 tested, 0.2% active;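 active = mean lysis activity across replicates of at least 80%, whatever share of replicates individually reach that level; inactive = mean lysis activity below 80%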
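Signal: Adenylate kinase release luminescence | Assay system: Log-phase Cryptococcus neoformans yeast cells | Input: Cells at 5 × 10^6 per mL | Buffer or medium: Fresh YPD growth medium | Compound: Single dose | Schedule: Static 4 h at 37 °C with compound, 1 h detection | Controls: Clomiphene | Read-out: Luminescence rise reflecting yeast cell lysis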
SIRT5 inh = blocks human SIRT5 desuccinylation of peptide | Q9NXA8 | Purified SirT5, succinyl-peptide AMC, trypsin-coupled fluorescence | inhibition, % at 15 µM | 330,000 tested, 1.1% active; in the data active = inhibition above about 15%; inconclusive = no clear call, values can overlap the other calls
Target sequence (Q9NXA8 whole entry, looked up): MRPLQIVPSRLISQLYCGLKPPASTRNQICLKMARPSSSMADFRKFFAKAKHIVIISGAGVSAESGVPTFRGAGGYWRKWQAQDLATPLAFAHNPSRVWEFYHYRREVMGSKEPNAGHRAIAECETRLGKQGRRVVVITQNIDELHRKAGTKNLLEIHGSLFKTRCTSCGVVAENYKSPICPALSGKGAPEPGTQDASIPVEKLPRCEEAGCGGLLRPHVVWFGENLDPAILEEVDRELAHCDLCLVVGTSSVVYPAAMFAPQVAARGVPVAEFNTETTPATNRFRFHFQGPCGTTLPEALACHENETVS
ARNT TACC3 PPI = disruptors of human ARNT/TACC3 interaction | Q9Y6A5 | AlphaScreen His-ARNT PAS-B/GST-TACC3 binding, luminescence; TACC3 fragment carries E629A point mutation | inhibition, % at 9.99 µM | 390,000 tested, 0.66% active | AID 623870;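 active = mean inhibition of replicates at least 50% and at least half of replicates each reaching 50%; inconclusive = half or more replicates reach 50% but mean below 50%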;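 also: 0% = complete ARNT plus TACC3 wells and 100% = ARNT alone without TACC3; many hits fall short of the cut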
Starred values were filed as active, the others as inactive; ? = inconclusive; · = not tested or not shown; [ ] = dose if it differs, or a comment.

compound	esBAF inh	ERp5 inh	Statin myotox sup	miR122 inh	Cneo AK release	SIRT5 inh	ARNT TACC3 PPI
COc1cc(NC(=O)C2CCC(CNc3c(N4CCCCC4)c(=O)c3=O)CC2)cc(OC)c1 (stereo not drawn)	-6	-1	2	-3	-1	·	2
O=C(CO/N=C/c1ccccc1OC(F)F)N1CCc2ccccc21	·	-1	·	·	-2	-5	0
CCS(=O)(=O)c1nc(S(=O)(=O)c2ccc(C)cc2)c(N2CCC3(CC2)OCCO3)s1	0	4	-1	-1	-1	-4	·
N#Cc1ccc(-c2cccc3nccn23)cc1	0	-1	-5	-3	1	-33	·
CCOC(=O)c1cnc2ccc(C)cc2c1Sc1ccccc1	54*	·	3	11	-1	·	-4
COc1ccc([C@@H]2CC=C(C(=O)O)[C@H](c3ccccc3)N2S(=O)(=O)c2ccccc2C)cc1	7	3	-13	·	5	3	-3
O=C(O)CCCN1C(=O)C(=O)/C(=C(/O)c2ccccc2)C1/C=C/c1ccccc1 (stereo not drawn)	·	5	·	·	·	-2	6
Cc1onc(-c2ccccc2)c1C(=O)Nc1ccccc1N1CCOCC1	7	·	6	4	-2	·	-6
O=C(NCc1ccccc1)C1(C(F)(F)F)C/C(=C\CCO)CCCO1 (stereo not drawn)	4	1	-2	·	1	-4	·
Cc1ccccc1-c1ccccc1N	-5	1	10	1	2	0	·
CCCNC(=O)N1[C@H](CO)[C@H](c2ccc(-c3cccc(OC)c3)cc2)[C@@H]1C#N	12	-3	-16	·	-6	3	3
Cc1ccc2c(CN(C)Cc3ccc(Cl)cc3Cl)cc(=O)oc2c1	14	2	7	·	-2	-2	1
CSc1ncnc2c1ncn2CCCN1CCN(c2ccccn2)CC1	-1	-14	15	0	-1	-3	·
Cc1ccc(NC(=O)CSCC(=O)Nc2ccc(S(=O)(=O)N3CCCC3)cc2)cc1	·	1	·	·	·	2	-3
CCCn1c(N)c(C(=O)COc2ccc(Br)cc2F)c(=O)n(C)c1=O	0	-1	-5	-13	0	-1	-10
Cc1ccc(-c2cnc3c(c2)C(=O)N([C@@H](C)CO)C[C@H](C)[C@H](CN(C)S(C)(=O)=O)O3)cc1	-3	·	-1	-5[16.7 µM]	·	·	·
CNC(=O)NC(=O)COC(=O)/C=C/c1cccc(Br)c1	·	0	·	·	·	0	-12
Cc1sc(NC(=O)CSc2nnc3scc(-c4ccccc4)n23)c(C#N)c1C	8	·	·	-2	11	·	-4
O=S(=O)(c1ccccc1F)N1CCN(CCOc2ccccc2)CC1	6	2	-8	2	-1	3	-2
CCCCCCCC1=NN(c2ccc(S(=O)(=O)O)cc2)C(=O)C1N=O (stereo not drawn)	3	-2	3	-3	-1	·	·
Cc1oc2c(c(C)cc3oc(=O)c(CC(=O)N[C@@H](CCCNC(N)=O)C(=O)O)c(C)c32)c1C	-5	2	-2	4	0	-3	-2
CC(=O)N1[C@H](C(=O)NCc2ccccc2Cl)[C@@H](CO)[C@@H]2Cn3c(ccc(-c4ccncc4)c3=O)[C@@H]21	-3	10	4	1[16.7 µM]	2	-75	2
CCCNC(=O)C[C@H]1CC[C@@H]2[C@H](COc3ccc(NC(=O)Nc4ccccc4)cc3C(=O)N2C)O1	-4	·	-35	29[16.7 µM]	-1	·	·
O=C(NCc1cc(F)cc(F)c1)[C@@H]1[C@@H](CO)[C@@H]2Cn3c(cccc3=O)[C@H]1N2C(=O)c1cnccn1	-3	1	-12	·	1	1	0
CN(Cc1nccs1)C(=O)c1cc(COc2cccc3cnccc23)on1	-13	-13	-3	·	10	-4	-5
Cc1cc(C)c(NC(=O)COC(=O)c2ccncc2)c(C)c1	6	9	4	-4	-1	0	-19
O=C(CSc1nnc(Cn2c(=O)sc3ccccc32)n1CCc1ccccc1)N1CCOCC1	11	·	10	-1	-6	·	·
CCOC(=O)N(C)C[C@@H]1OCc2cnnn2CCCC(=O)N([C@@H](C)CO)C[C@H]1C	-3	0	11	-1[16.7 µM]	-4	3	-4
CCn1c(CSc2nc3ccccc3s2)nnc1SCC(=O)NCC(=O)OC	-4	·	3	6	0	·	-5
CCOC(=O)C1CCCN(c2c(Nc3ccc(C)c(C)c3)c(=O)c2=O)C1 (stereo not drawn)	-4	4	-4	-4	2	5	0

Additional entries:
compound	esBAF inh	ERp5 inh	Statin myotox sup	miR122 inh	Cneo AK release	SIRT5 inh	ARNT TACC3 PPI
CCCC(=O)Nc1ccc2c(c1)OC[C@H](C)N(Cc1cncnc1)C[C@@H](C)[C@H](OC)CN(C)C2=O	-2	-7	0	·	1	2	-3
C[C@@H]1CN([C@@H](C)CO)C(=O)c2cc(NS(=O)(=O)c3ccccc3)ccc2O[C@@H](C)CCCCO[C@@H]1CN(C)C(=O)Nc1ccc(F)cc1	1	-1	·	6[16.7 µM]	50	9	-15
O=C(Cc1ccncc1)NCC[C@@H]1CC[C@@H](NC(=O)Nc2cccc(F)c2)[C@H](CO)O1	2	-4	-34	·	1	1	3
C[C@H](CO)N1C[C@H](C)[C@@H](CN(C)Cc2ccc(C(F)(F)F)cc2)Oc2ccc(NC(=O)CCC(F)(F)F)cc2C1=O	-1	5	-10	2[16.7 µM]	-3	10	-1
Cc1c([N+](=O)[O-])c(C(=O)Sc2ccc(Br)cc2)nn1C	·	1	·	-5	3	0	-1
CCOc1ccc(NC(=O)CN(C)C(=O)c2c(-c3ccccc3)noc2C)cc1OCC	-1	-3	2	-2	0	14	-7
Cc1noc(C)c1NC(=O)Nc1ccc2c(c1)C(=O)N([C@H](C)CO)C[C@@H](C)[C@H](CN(C)Cc1ccc(C(F)(F)F)cc1)OCCCC[C@H](C)O2	0	0	·	1[16.7 µM]	3	7	5
O=C(O)CC1Sc2ccccc2NC1=O (stereo not drawn)	5	·	10	-8	3	·	-12
O=C(COC(=O)c1ccc[nH]c1=O)NC1CCCc2ccccc21 (stereo not drawn)	-2	1	1	-4	-4	-3	-3
CCOC(=O)Cc1csc(NC(=O)c2ccoc2C)n1	37	·	-2	6	1	·	-2
Brc1ccc(Oc2nnnn2-c2ccccc2)cc1	11	1	2	3	7	0	-6
O=C(NCc1cccnc1)c1cccc(F)c1	7	·	7	-6	0	·	0
Cc1ccc(Nc2nc(NCc3ccco3)c3ccccc3n2)cc1	-6	4	-52	-8	-8	0	20
Clc1ccccc1CSc1nc2ccncc2[nH]1	?	-10	-12	14	-2	1	-3
O=C(Nc1ccc2c(c1)OCO2)c1cc(C2CCCCN2C(=O)c2ccc3ccccc3c2)on1 (stereo not drawn)	-3	-2	-4	0	1	-3	·
Cc1ccc(-c2cnc3c(c2)C(=O)N([C@@H](C)CO)C[C@H](C)[C@@H](CN(C)C(=O)c2cccc(F)c2)O3)cc1	-3	-2	15	-3[16.7 µM]	-6	9	-2
CCCCN1C(=O)c2ccc(C(=O)Nc3ccc(S(=O)(=O)N(C)C)cc3)cc2C1=O	9	·	0	-1	·	·	-5
CC(C)CC#Cc1cnc2c(c1)C(=O)N([C@H](C)CO)C[C@H](C)[C@@H](CN(C)C(=O)c1ccc(F)cc1)O2	-2	-3	11	1[16.7 µM]	0	2	2
C[C@@H]1CN([C@@H](C)CO)S(=O)(=O)c2ccc(Br)cc2O[C@@H]1CN(C)CC1CCOCC1	-1	-2	8	-8[16.7 µM]	-1	-8	-3
COc1ccc(Cn2c(-c3ccc(Br)cc3)c[n+]3ccccc23)cc1	-16	2	-145	9	0	-1	·
CC(C)NC(=O)Nc1ccc2c(c1)C(=O)N([C@@H](C)CO)C[C@H](C)[C@@H](CN(C)C(=O)Nc1ccc(F)cc1)O2	0	-7	41	2[16.7 µM]	-4	-8	-10
CC(C)(C)OC(=O)N(CCc1ccccc1)Cc1ccc(OCc2cccc(NC(=O)c3ccccc3)c2)cc1	-7	1	2	3	-3	-1	-5
CC(C)CCN(C(=O)Cc1ccccc1F)c1c(N)n(Cc2ccccc2)c(=O)[nH]c1=O	·	-4	·	·	·	-2	-6
CN(C(=O)C1CCCN(c2ncnc3c2nc2n3CCCCC2)C1)c1cccc(Cl)c1 (stereo not drawn)	6	-1	15	-5	0	0	15
CC(C)CN(C(=O)COC(=O)c1ccc(Br)cc1)c1c(N)n(Cc2ccccc2)c(=O)[nH]c1=O	-7	-3	-25	0	·	-2	1
Cc1ccc2cc(CCNC(=O)c3ccco3)c(=O)[nH]c2c1C	-29	-8	5	-7	-1	·	-8
C[C@H]1CN([C@@H](C)CO)C(=O)c2cccc(NS(=O)(=O)c3ccc(Cl)cc3)c2O[C@H]1CN(C)Cc1ccc(C(F)(F)F)cc1	-1	11	30	33[16.7 µM]	-2	5	-2
NC(=O)CC(NC(=O)Cc1ccc(Br)cc1)c1ccc(N2CCC(Cc3ccccc3)CC2)c([N+](=O)[O-])c1 (stereo not drawn)	20	9	-115	4	2	2	-20
COc1cccc(C(=O)NNC(=O)Cc2cccs2)c1	·	1	·	·	·	-2	-1
CC(C)(C)NS(=O)(=O)c1ccc(OCC(=O)NCCC2=CCCCC2)cc1	-1	2	-4	24	-2	2	-3

Printed as active in esBAF inh, of those listed so far:
molecule	esBAF inh	ERp5 inh	miR122 inh	SIRT5 inh	ARNT TACC3 PPI
CCOC(=O)c1cnc2ccc(C)cc2c1Sc1ccccc1	54*	·	11	·	-4

Going on with the list:
compound	esBAF inh	ERp5 inh	Statin myotox sup	miR122 inh	Cneo AK release	SIRT5 inh	ARNT TACC3 PPI
COC(=O)C(CSCc1ccccc1)NC(=O)CSc1nc(N)cc(=O)[nH]1 (stereo not drawn)	3	1	-1	3	-1	2	-4
CCSc1nnc2c(n1)OC1(CCCC1)Nc1ccccc1-2	16	1	13	5	0	·	-1
COc1cc(OC)cc(C(=O)NCc2n[nH]c(=S)n2-c2ccccc2OC)c1	3	·	37	6	-2	·	-2
C[C@@H]1CN([C@@H](C)CO)S(=O)(=O)c2ccc(-c3cccnc3)cc2O[C@@H]1CN(C)Cc1ccccn1	-5	2	·	6[16.7 µM]	-7	-4	-2
CC(=O)Nc1cccc(OCC(=O)Nc2ccc(F)cc2)c1	26	·	7	1	-1	·	-4

Entries above that contain bromine:
compound	esBAF inh	ERp5 inh	Statin myotox sup	miR122 inh	Cneo AK release	SIRT5 inh	ARNT TACC3 PPI
CCCn1c(N)c(C(=O)COc2ccc(Br)cc2F)c(=O)n(C)c1=O	0	-1	-5	-13	0	-1	-10
CNC(=O)NC(=O)COC(=O)/C=C/c1cccc(Br)c1	·	0	·	·	·	0	-12
Cc1c([N+](=O)[O-])c(C(=O)Sc2ccc(Br)cc2)nn1C	·	1	·	-5	3	0	-1
Brc1ccc(Oc2nnnn2-c2ccccc2)cc1	11	1	2	3	7	0	-6
C[C@@H]1CN([C@@H](C)CO)S(=O)(=O)c2ccc(Br)cc2O[C@@H]1CN(C)CC1CCOCC1	-1	-2	8	-8[16.7 µM]	-1	-8	-3
COc1ccc(Cn2c(-c3ccc(Br)cc3)c[n+]3ccccc23)cc1	-16	2	-145	9	0	-1	·
CC(C)CN(C(=O)COC(=O)c1ccc(Br)cc1)c1c(N)n(Cc2ccccc2)c(=O)[nH]c1=O	-7	-3	-25	0	·	-2	1
NC(=O)CC(NC(=O)Cc1ccc(Br)cc1)c1ccc(N2CCC(Cc3ccccc3)CC2)c([N+](=O)[O-])c1 (stereo not drawn)	20	9	-115	4	2	2	-20
